High-throughput results from PubChem BioAssay.
PG9 Ab binder – small molecules binding HIV-1 gp120 antibody PG9 | TR-FRET gp120-PG9 antibody binding | inhibition, % at 6.7 µM | 360,000 compounds, 0.43% hits | AID 624416; in the data active means inhibition above about 8.5%
DAX1 inh-1 – blocks DAX1 repression of SF-1 activated StAR promoter. HEK293T StAR-luciferase reporter, SF-1/DAX-1 repression relief. inhibition, % at 6.8 µM. 370,000 compounds, 1.1% hits. AID 652010;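 active means inhibition above the mean over all tested compounds plus 3 SD, cut at about 3.6% in these data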;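 further: 0% = DAX-1 cells with DMSO and 100% = cells lacking DAX-1 with DMSO; higher inhibition means more luminescence from relief of DAX-1 repression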
ADAM10 inh – inhibitors of human ADAM10 | recombinant ADAM10, EDANS/DABCYL FRET peptide cleavage, 3 h | inhibition, % at 7 µM | 370,000 compounds, 0.62% hits;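 active means inhibition above a per-campaign cutoff equal to the mean of compounds falling between control-based bounds plus 3 SD, cut at about 20% in these data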;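 further: 0% = DMSO wells while the 100% control is not disclosed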
ADAM17 inh – inhibitors of human ADAM17. P78536. recombinant ADAM17, EDANS/DABCYL FRET peptide cleavage. inhibition, % at 6.95 µM. 370,000 compounds, 0.83% hits. AID 720648;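 active means inhibition above the mean of compounds lying between control limits plus 3 SD, set per campaign, cut at about 8.5% in these data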;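 further: 0% = DMSO-only wells as the low control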
DAX1 inh-2 – NR0B1 (DAX1) inhibition. P51843. HEK293 Gal4-DAX1 luciferase reporter, luminescence. AID 504766. inhibition, % at 6.75 µM. 340,000 compounds, 0.99% hits;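 active means inhibition above the mean over all tested compounds plus 3 SD, cut at about 4.2% in these data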;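 further: 0% = DAX1-transfected cells with DMSO and 100% = empty-vector control cells with DMSO; inhibition shows as a rise in luminescence from relieved DAX1 repression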
GC-A act – GC-A (human) enzyme activation | P16066 | HEK293 GC-A cells, cGMP TR-FRET, EC30 ANP; 0% at EC30 ANP, 100% saturating ANP | activation, % at 10 µM | 370,000 compounds, 0.14% hits | AID 1671463; in the data active means activation above about 40%
Target sequence (P16066 whole entry, looked up): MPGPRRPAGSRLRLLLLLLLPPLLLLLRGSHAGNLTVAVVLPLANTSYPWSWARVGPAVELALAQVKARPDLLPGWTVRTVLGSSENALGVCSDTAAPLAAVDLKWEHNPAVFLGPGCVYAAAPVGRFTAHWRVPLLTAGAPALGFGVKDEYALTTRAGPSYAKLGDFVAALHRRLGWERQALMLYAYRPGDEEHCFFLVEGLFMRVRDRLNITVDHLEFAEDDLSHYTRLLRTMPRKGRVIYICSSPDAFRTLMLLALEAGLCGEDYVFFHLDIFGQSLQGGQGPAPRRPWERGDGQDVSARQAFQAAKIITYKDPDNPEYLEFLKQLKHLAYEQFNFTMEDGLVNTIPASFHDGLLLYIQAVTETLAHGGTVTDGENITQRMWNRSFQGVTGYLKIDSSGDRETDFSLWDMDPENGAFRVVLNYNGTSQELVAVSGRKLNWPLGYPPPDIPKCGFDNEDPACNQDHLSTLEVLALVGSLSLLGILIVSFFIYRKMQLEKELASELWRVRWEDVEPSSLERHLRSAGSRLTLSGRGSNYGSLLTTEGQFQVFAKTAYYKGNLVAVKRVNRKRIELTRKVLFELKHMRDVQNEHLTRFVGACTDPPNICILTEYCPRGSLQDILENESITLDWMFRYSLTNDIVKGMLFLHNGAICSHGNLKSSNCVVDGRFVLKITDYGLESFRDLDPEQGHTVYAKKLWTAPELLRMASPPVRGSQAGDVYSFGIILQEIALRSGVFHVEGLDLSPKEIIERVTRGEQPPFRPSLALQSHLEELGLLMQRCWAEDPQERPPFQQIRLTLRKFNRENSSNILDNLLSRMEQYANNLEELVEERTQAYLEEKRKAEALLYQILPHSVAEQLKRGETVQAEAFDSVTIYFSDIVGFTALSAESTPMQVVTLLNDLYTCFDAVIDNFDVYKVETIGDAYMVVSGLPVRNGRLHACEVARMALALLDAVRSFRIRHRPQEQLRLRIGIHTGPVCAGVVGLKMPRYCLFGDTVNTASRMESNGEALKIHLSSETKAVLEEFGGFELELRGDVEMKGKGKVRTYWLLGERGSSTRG
ssDAF12 agonist – activates DAF-12 receptor from parasite S. stercoralis. activation, % at 6.8 µM. AID 652126. HEK293 ssDAF-12/GRIP1 lit1-tk-luc reporter, luminescence; % of 3 µM dafachronic acid response. 370,000 compounds, 1% hits;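 active means activation above the mean over all tested compounds plus 3 SD, cut at about 0.9% in these data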;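 further: 0% = DMSO-only wells and 100% = 3 µM delta7-dafachronic acid wells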
SMARCA2 act – activators of SMARCA2 function; MG213 cells, MMTV-luciferase reporter, dexamethasone, overnight; activation, % at 9.1 µM; 370,000 compounds, 1% hits; AID 652017; in the data active means activation above about 7.8%;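 further: 0% = vehicle wells and 100% = reference activator wells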
hgDAF-12 ag – hgDAF-12 agonism, primary luciferase screen; 370,000 compounds, 1.8% hits; HEK293 GAL4-hgDAF12 UAS-luciferase reporter, agonist luminescence; normalized to butyrate control; activation, % at 6.8 µM;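 active means activation above a cutoff set at the mean of all screened compounds plus 3 SD, cut at about 10% in these data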;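 further: 0% = DMSO wells and 100% = sodium butyrate wells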
hcDAF12 agonist – activators of H. contortus DAF-12 nuclear receptor. HEK293 hcDAF-12 lit1-tk-luc reporter, luminescence; 0% DMSO, 100% Δ7-dafachronic acid. activation, % at 6.8 µM. 370,000 compounds, 1.4% hits;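 active means activation above the mean of all tested compounds plus 3 SD, cut at about 5.5% in these data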;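 further: 100% = response to 3 µM Δ7-dafachronic acid high control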
GAA850 FXN act – frataxin GAA850 promoter activation; AID 540364; HEK293 lucGAA850 FXN promoter luciferase reporter, 24 h; percent of 10 µM SAHA response; activation, % at 6 µM; 360,000 compounds, 0.56% hits;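 active means activation above the average of all compounds screened plus 3 SD, cutoff fixed separately per campaign, cut at about 7.5% in these data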;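 further: 0% = DMSO wells and 100% = 10 µM SAHA wells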
* = called active by the depositor; nt = not tested or not shown.

Short forms: A = PG9 Ab binder; B = DAX1 inh-1; C = ADAM10 inh; D = ADAM17 inh; E = DAX1 inh-2; F = GC-A act; G = ssDAF12 agonist; H = SMARCA2 act; I = hgDAF-12 ag; J = hcDAF12 agonist; K = GAA850 FXN act
1) N#Cc1nc(Cc2cccc3ccccc23)oc1N1CCCCC1
  A = -0.9 | B = 0.2 | C = 2 | D = 1 | E = -1.2 | F = -1 | G = -1.4 | H = -2 | I = -1.3 | J = -1.9 | K = 0.7

2) O=C(O)Cc1nc2nc3c(c(=O)n2[nH]1)CCCC3
  A = -0.4 | B = 0.7 | C = 0 | D = -1 | E = 3.3 | F = -1 | G = -1.6 | H = 0 | I = -0.4 | J = -1.1 | K = -0.1

3) COc1cc2c(cc1OC)CN(C(=O)Nc1ccccc1Cl)CC2
  A = 0.2 | B = -0.6 | C = -32 | D = -17 | E = -0.6 | F = -1 | G = -1.3 | H = -2 | I = -0.2 | J = -1.7 | K = 0.8

4) Cc1n[nH]c(C)c1S(=O)(=O)N1CCC(C(=O)N2CCn3c2nc2ccccc23)CC1
  A = 0.9 | B = -0.3 | C = -6 | D = -6 | E = -0.2 | F = -4 | G = -0.9 | H = -4 | I = -0.7 | J = 1.5 | K = 4.9

5) O=C(/C(=N\Nc1ccc(Br)cc1)Sc1nnnn1-c1ccccc1)c1ccccc1
  A = -0.6 | B = 0.4 | C = 2 | D = 0 | E = 1.1 | F = 2 | G = -1.1 | H = -2 | I = 2.8 | J = -0.6 | K = 0.6

6) CN1CCN(c2ccccc2NC(=S)NC(=O)c2cc3ccccc3o2)CC1
  A = -0.1 | B = -0.3 | C = 2 | D = -6 | E = 0.5 | F = -1 | G = -1.0 | H = -2 | I = 0.1 | J = -0.9 | K = 3.9

7) CC(=O)Nc1ccc(C(=O)COC(=O)c2ccco2)c(F)c1
  A = 0.8 | B = 1.2 | C = -4 | D = -3 | E = 0.5 | F = 0 | G = -0.4 | H = 3 | I = 1.1 | J = 0.2 | K = 1.5

8) O=C(O)/C=C/C(=O)NCC1CCC(CNC(=O)/C=C/C(=O)O)CC1 (stereo not given)
  A = -3.2 | B = 1.0 | C = 4 | D = 2 | E = nt | F = -1 | G = -0.5 | H = -1 | I = -1.9 | J = 0.9 | K = 0.8

9) Cc1ccc(S(=O)(=O)Nc2ccc(NC(=O)c3cccs3)cc2)cc1
  A = 3.1 | B = 0.5 | C = 8 | D = 4 | E = 0.5 | F = -8 | G = -1.2 | H = -4 | I = 8.0 | J = -2.1 | K = -3.5

10) S=c1[nH]nc(-c2cccnc2)o1
  A = 0.7 | B = -0.7 | C = -3 | D = -2 | E = 0.3 | F = 3 | G = -1.6 | H = -4 | I = 0.0 | J = 0.6 | K = 1.4

11) COCCNC(=O)C1CCC(Cn2c(=S)[nH]c3ccccc3c2=O)CC1 (stereo not given)
  A = 0.7 | B = -1.0 | C = -4 | D = -3 | E = -1.1 | F = -5 | G = -1.9 | H = -2 | I = -0.2 | J = -0.5 | K = 2.1

12) OC(CNCCC1C=Nc2ccccc21)Cn1c2ccc(Cl)cc2c2cc(Cl)ccc21 (stereo not given)
  A = -1.3 | B = -0.1 | C = -4 | D = 4 | E = -0.1 | F = -13 | G = -0.4 | H = -5 | I = 2.1 | J = -1.4 | K = 0.5

13) O=C(OCC(=O)N1CCN(c2ccccc2)CC1)c1ccccn1
  A = 1.6 | B = -0.1 | C = -20 | D = 4 | E = -2.1 | F = nt | G = -0.6 | H = -2 | I = -1.9 | J = 0.5 | K = 1.5

14) CC(=O)c1cccc(NC(=O)N2CCCC2C(=O)Nc2c(C)cccc2C)c1 (stereo not given)
  A = 0.7 | B = 0.0 | C = 8 | D = 1 | E = -0.1 | F = -1 | G = -1.1 | H = 6 | I = -0.1 | J = 0.7 | K = 0.6

15) O=C(c1ccccc1)N1CCN(Cc2c[nH]c3ccccc23)CC1
  A = 1.4 | B = 0.0 | C = -7 | D = -5 | E = 1.3 | F = 0 | G = -0.2 | H = 2 | I = 0.9 | J = 2.0 | K = 0.3

As entered above.
For DAX1 inh-1, no. 11 shows -1.0
For DAX1 inh-2, no. 12 shows -0.1
For GC-A act, no. 14 shows -1
For PG9 Ab binder, no. 13 shows 1.6
For DAX1 inh-1, no. 5 shows 0.4

Back to the main list, repeating the two entries before the break.
Short forms: A = PG9 Ab binder; B = DAX1 inh-1; C = ADAM10 inh; D = ADAM17 inh; E = DAX1 inh-2; F = GC-A act; G = ssDAF12 agonist; H = SMARCA2 act; I = hgDAF-12 ag; J = hcDAF12 agonist; K = GAA850 FXN act
14) CC(=O)c1cccc(NC(=O)N2CCCC2C(=O)Nc2c(C)cccc2C)c1 (stereo not given)
  A = 0.7 | B = 0.0 | C = 8 | D = 1 | E = -0.1 | F = -1 | G = -1.1 | H = 6 | I = -0.1 | J = 0.7 | K = 0.6

15) O=C(c1ccccc1)N1CCN(Cc2c[nH]c3ccccc23)CC1
  A = 1.4 | B = 0.0 | C = -7 | D = -5 | E = 1.3 | F = 0 | G = -0.2 | H = 2 | I = 0.9 | J = 2.0 | K = 0.3

16) Cc1ccc(C)c(C(=O)CCC(=O)N2CCN(c3ncccn3)CC2)c1
  A = 2.0 | B = 0.8 | C = 3 | D = -6 | E = 0.5 | F = 3 | G = -0.7 | H = -2 | I = 1.8 | J = 0.8 | K = 1.3

17) CNC(=S)N(CCc1cccc(C)c1)Cc1cc2cc(OC)c(OC)cc2[nH]c1=O
  A = -1.6 | B = -0.4 | C = -237 | D = -80 | E = -0.6 | F = 4 | G = -1.1 | H = 4 | I = -0.4 | J = -3.5 | K = 0.2

18) COc1ccccc1NC(=O)C(C)OC(=O)C1CCC(C(C)(C)C)CC1 (stereo not given)
  A = -0.2 | B = -1.1 | C = -11 | D = -1 | E = -0.6 | F = -4 | G = -1.0 | H = 1 | I = 1.5 | J = 0.5 | K = -0.3

19) C=CCn1c(CCCNC(=O)C(C)(C)C)nc2ccccc21
  A = 2.0 | B = 0.7 | C = -1 | D = -4 | E = 0.8 | F = 1 | G = -1.0 | H = 2 | I = -3.7 | J = 2.1 | K = -0.3

20) O=C(OCc1cn(Cc2cccc(Cl)c2)nn1)N1CCOCC1
  A = nt | B = -0.8 | C = -3 | D = -9 | E = nt | F = 3 | G = -0.3 | H = -1 | I = 3.7 | J = -0.4 | K = nt

21) CCC(=O)N/N=C(\C)CC(=O)Nc1ccc(F)cc1
  A = -2.7 | B = -0.1 | C = -14 | D = -4 | E = -0.9 | F = 1 | G = -0.8 | H = -3 | I = -1.0 | J = 1.0 | K = 0.7

22) Cn1cccc1-c1cc(C(=O)N/N=C/c2ccc([N+](=O)[O-])cc2)[nH]n1
  A = 1.5 | B = 0.2 | C = 9 | D = 7 | E = 0.8 | F = -2 | G = 0.8 | H = 4 | I = -1.3 | J = -0.5 | K = -0.8

23) Cc1ncc([N+](=O)[O-])n1Cc1ccc(Cl)cc1
  A = -4.3 | B = -0.4 | C = 5 | D = 3 | E = 0.3 | F = -1 | G = -1.3 | H = 2 | I = -1.6 | J = -1.3 | K = 0.5

24) CC(C)N1C(=O)N(c2cccc(Cl)c2)C(C)(O)CC1(C)C (stereo not given)
  A = -0.8 | B = 0.9 | C = 0 | D = -6 | E = 1.5 | F = -3 | G = -1.0 | H = -2 | I = 1.4 | J = -0.4 | K = -2.0

25) Cc1oc(C(=O)Nc2ccc(C(=O)O)cc2)cc1COc1ccccc1
  A = 3.0 | B = -0.5 | C = -8 | D = -4 | E = 0.6 | F = 0 | G = -0.4 | H = -1 | I = -1.3 | J = -1.4 | K = 3.9

26) CN1CCN(C(=O)CCN2C(=O)/C(=C/c3ccccc3Cl)SC2=S)CC1
  A = -1.6 | B = 0.1 | C = -4 | D = -2 | E = 1.5 | F = 0 | G = -0.9 | H = 7.9* | I = 2.5 | J = 0.1 | K = -2.9

27) COc1ccc(NC(=O)CCCC(=O)O)cc1Cl
  A = -0.9 | B = 0.1 | C = -1 | D = -2 | E = -0.5 | F = -3 | G = -0.7 | H = 0 | I = 2.1 | J = -0.3 | K = 1.1

28) O=[N+]([O-])c1nn(-c2ccccc2)[n+]([O-])c1N1CCN(c2ccccc2)CC1
  A = 0.8 | B = 0.2 | C = 0 | D = -2 | E = 0.9 | F = -2 | G = -0.9 | H = -2 | I = 8.1 | J = -2.1 | K = 0.6

29) Cc1ccccc1NS(=O)(=O)c1ccc(OCC(=O)NCC2CCCO2)cc1 (stereo not given)
  A = -1.6 | B = -1.7 | C = -3 | D = -4 | E = 0.1 | F = -1 | G = -1.4 | H = 0 | I = 0.4 | J = -0.2 | K = 1.9

30) Cc1cc(C)nc(Nc2ncc(O)n2-c2ccc(C)c(Cl)c2)n1
  A = 0.5 | B = -0.7 | C = 4 | D = -5 | E = 1.4 | F = -1 | G = -1.3 | H = -1 | I = 0.4 | J = -0.7 | K = 3.1

31) Cc1cccc(-n2c(C)nc3cc(C(=O)NCc4ccc5c(c4)OCO5)ccc32)c1
  A = 0.2 | B = -0.2 | C = 1 | D = 0 | E = -1.2 | F = -3 | G = -1.9 | H = -4 | I = -2.8 | J = -1.2 | K = -0.5

32) COc1ccc(CCN2C(=O)C3C4CC(C5C(C(=O)NN)=NOC45)C3C2=O)cc1OC (stereo not given)
  A = -1.9 | B = 0.7 | C = 7 | D = -1 | E = -0.5 | F = -1 | G = -0.9 | H = 0 | I = 2.2 | J = -1.8 | K = 2.5

With a hit mark in SMARCA2 act, among the entries above:
no.	Structure	PG9 Ab binder	DAX1 inh-1	ADAM10 inh	ADAM17 inh	DAX1 inh-2	GC-A act	ssDAF12 agonist	SMARCA2 act	hcDAF12 agonist
26	CN1CCN(C(=O)CCN2C(=O)/C(=C/c3ccccc3Cl)SC2=S)CC1	-1.6	0.1	-4	-2	1.5	0	-0.9	7.9*	0.1

From no. 26 as far as 28, copied from above:
Short forms: A = PG9 Ab binder; B = DAX1 inh-1; C = ADAM10 inh; D = ADAM17 inh; E = DAX1 inh-2; F = GC-A act; G = ssDAF12 agonist; H = SMARCA2 act; I = hgDAF-12 ag; J = hcDAF12 agonist; K = GAA850 FXN act
26) CN1CCN(C(=O)CCN2C(=O)/C(=C/c3ccccc3Cl)SC2=S)CC1
  A = -1.6 | B = 0.1 | C = -4 | D = -2 | E = 1.5 | F = 0 | G = -0.9 | H = 7.9* | I = 2.5 | J = 0.1 | K = -2.9

27) COc1ccc(NC(=O)CCCC(=O)O)cc1Cl
  A = -0.9 | B = 0.1 | C = -1 | D = -2 | E = -0.5 | F = -3 | G = -0.7 | H = 0 | I = 2.1 | J = -0.3 | K = 1.1

28) O=[N+]([O-])c1nn(-c2ccccc2)[n+]([O-])c1N1CCN(c2ccccc2)CC1
  A = 0.8 | B = 0.2 | C = 0 | D = -2 | E = 0.9 | F = -2 | G = -0.9 | H = -2 | I = 8.1 | J = -2.1 | K = 0.6
